# OPRM1-OPRD1 ag: agonists of human mu-delta opioid receptor heterodimerization. P35372+P41143. cells, OPRM1-OPRD1 heterodimerization, luminescence. activation, % at 9.3 µM. 340,000 compounds, 0.3% hits. AID 504326; in the data active = activation above about 18%;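 note: 0% = vehicle-treated cells and 100% = reference agonist; values of inactives mirror those of a sister screen read the other way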
# OPRM1-OPRD1 inv: inverse agonists of human mu-delta opioid receptor heterodimerization; inhibition, % at 9.3 µM; 340,000 compounds, 0.21% hits; AID 504357; P35372+P41143; cell-based MOR-DOR heterodimer luminescence, inverse agonism; in the data active = inhibition above about 22%, passing the limit was not always enough;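 note: 0% = cells with DMSO and 100% = wells without cells with DMSO; values of inactives mirror those of a sister screen read the other way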
# PKA-R2B act: PKA-R2B complex activation. PKA-R2B holoenzyme dissociation, Cy5-IP20 fluorescence polarization; R2B truncated from residue 108, S112A mutant; 0% DMSO only, 100% 113 µM cGMP. activation, % at 11.4 µM. 340,000 compounds, 0.079% hits;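 active = activation above a cutoff set at the mean over all compounds plus 3 SD, cut at about 18% in these data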;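 note: higher means more holoenzyme dissociation and a rise in polarization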
# Target sequence (P31323 whole entry, looked up, other chains not shown, the tested form may be a part): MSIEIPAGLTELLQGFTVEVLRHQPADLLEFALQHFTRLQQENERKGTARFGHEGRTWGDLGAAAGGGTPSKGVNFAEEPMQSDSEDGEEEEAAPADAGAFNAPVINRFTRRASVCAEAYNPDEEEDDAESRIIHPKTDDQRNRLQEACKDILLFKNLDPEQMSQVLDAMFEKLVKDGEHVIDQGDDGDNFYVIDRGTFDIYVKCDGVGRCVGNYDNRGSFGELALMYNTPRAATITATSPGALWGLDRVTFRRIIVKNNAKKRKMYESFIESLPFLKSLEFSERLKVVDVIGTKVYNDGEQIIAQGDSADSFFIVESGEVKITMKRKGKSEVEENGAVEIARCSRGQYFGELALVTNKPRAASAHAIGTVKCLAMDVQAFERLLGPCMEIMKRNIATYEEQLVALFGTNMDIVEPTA
# PfHsp90 set2: inhibits growth of yeast expressing Plasmodium falciparum Hsp90. S. cerevisiae expressing PfHsp90, BacTiter-Glo ATP, 48 h; yeast lacking PDR1 and PDR3 efflux regulators. inhibition, % at 9.4 µM. 310,000 compounds, 0.32% hits. AID 504621;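 active = every replicate shows inhibition above about 80%, whatever the replicate mean, limit read from the data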;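 note: 0% = DMSO neutral controls and 100% = 20 µM radicicol positive controls; yeast relying on Plasmodium falciparum Hsp90 in place of its own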
# Tat transport: inhibitors of E. coli Tat protein transport; E. coli MC4100 TorA-mCherry Tat export, fluorescence; inhibition, % at 10 µM; 340,000 compounds, 0.036% hits; AID 488895;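 active = mean replicate inhibition at least 50% and at least half of replicates individually reaching 50%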;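 note: exported cargo escapes ClpAP degradation while cytoplasmic cargo is degraded and loses fluorescence; 0% = median of neutral control wells and 100% = median of NaSCN control wells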
# Mot1-301 SUMO: blocks SUMOylation pathway, rescuing yeast Mot1-301 growth; S. cerevisiae Mot1-301 growth rescue, ATP luminescence, 38.5C; percent above DMSO median, 100 means doubled; AID 2716; 320,000 compounds, 1% hits; growth rescue, % at 18.8 µM;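 active = every valid replicate shows activation above 250% relative to neutral control wells; inactive = the rest, any valid replicate at or below 250%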;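 note: OY570 slx delta 5 strain wells were the positive control but not used for scaling; some compounds called inactive have numbers as strong as hits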
# PKA-R1A act: activates the PKA-R1A holoenzyme complex. PKA-R1A dissociation, Cy5-IP20 fluorescence polarization; scaled: DMSO 0%, 113 µM cGMP 100%. activation, % at 11.4 µM. 340,000 compounds, 0.083% hits;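 active = percent activation above the mean of all tested compounds plus 3 SD, cut at about 19% in these data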;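 note: higher means more PKAc released from R1A so a rise in polarization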
# Ecoli viability: reduces bacterial viability in AddAB counter-screen; E. coli V3065 growth, OD600 absorbance, 18 h; inhibition, % at 11.9 µM; 330,000 compounds, 0.27% hits;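 active = inhibition above the campaign's mean inhibition across all tested compounds plus 3 SD, cut at about 9.9% in these data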;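 note: uninfected addAB+ strain grown without phage in ampicillin broth; 0% = DMSO wells and 100% = ciprofloxacin 0.95 µg/ml wells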
# HTR5A inv ctr: inverse agonist of human HTR5A in OPRM1-OPRD1 counter-screen | inhibition, % at 9.3 µM | P47898 | HTR5A cell line, luminescence, inverse agonism | AID 504634 | 340,000 compounds, 0.083% hits; in the data active = inhibition mostly above about 23%, no sharp cut-off; inactive = mostly below about 18%;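 note: 0% = cells with DMSO and 100% = no-cell wells with DMSO; some compounds called inactive have numbers as strong as hits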
# Target sequence (P47898 whole entry, looked up): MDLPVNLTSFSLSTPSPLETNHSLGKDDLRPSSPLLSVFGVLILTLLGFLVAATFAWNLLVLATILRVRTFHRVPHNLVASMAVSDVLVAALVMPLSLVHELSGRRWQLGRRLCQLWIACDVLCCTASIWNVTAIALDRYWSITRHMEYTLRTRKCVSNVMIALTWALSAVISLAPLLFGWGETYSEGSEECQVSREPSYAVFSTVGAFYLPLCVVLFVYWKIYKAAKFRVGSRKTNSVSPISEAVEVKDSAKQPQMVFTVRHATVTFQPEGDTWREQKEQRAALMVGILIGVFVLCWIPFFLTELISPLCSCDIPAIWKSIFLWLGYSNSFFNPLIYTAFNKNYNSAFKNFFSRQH
# phage Ecoli inh: E. coli growth loss with phage present; growth absorbance; 360,000 compounds, 0.26% hits; AID 651602; inhibition, % at 11.9 µM; in the data active = inhibition above about 11%
# AddAB inh: less growth of phage-infected E. coli with AddAB; E. coli expressing H. pylori AddAB, absorbance growth; AID 435030; 330,000 compounds, 0.29% hits; inhibition, % at 11.9 µM; in the data active = inhibition above about 12%;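 note: 0% = vehicle wells of infected cells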
# Starred values were filed as active, the others as inactive; . = no result given.
SMILES,OPRM1-OPRD1 ag,OPRM1-OPRD1 inv,PKA-R2B act,PfHsp90 set2,Tat transport,Mot1-301 SUMO,PKA-R1A act,Ecoli viability,HTR5A inv ctr,phage Ecoli inh,AddAB inh
COc1ccc(NC(=O)c2ccc(S(=O)(=O)N(C)C)cc2)cc1,-3.0,15,0,11,7,-7,-3,3.2,-9,5.6,3.9
C=CCC12C=C(OC)C(=O)OC(OC)(C1O)[C@H](c1ccc3c(c1)OCO3)[C@H]2C (stereo partly drawn),0.5,-3,9,.,4,-20,-1,-0.5,-28,1.9,4.0
O=C(NCC1CCCO1)C1CC(c2ccccc2Cl)=NO1 (stereo not drawn),1.9,-10,-4,-37,2,72,-5,-0.6,12,1.1,0.4
Cc1ccc(NC(=O)COC(=O)CCC(=O)c2ccc(C(C)(C)C)cc2)c([N+](=O)[O-])c1,1.5,-8,-7,0,0,0,15,-0.9,14,2.1,4.1
CCc1ccc2c(c1)C(c1cccs1)=NNC(c1cccnc1)=N2,-2.5,12,-1,.,4,-9,0,-1.3,2,3.7,-0.6
COc1cc(COc2ccc(-c3nnco3)cc2)ccc1OC(F)F,6.1,-32,2,14,-4,110,-3,-1.6,4,1.5,1.1
O=C(O)C1=C[C@@H](c2ccccc2)C[C@@H](OCCCCO)O1,-1.8,11,-14,12,-6,-3,6,-0.2,2,3.5,2.8
O=C(NC1CC2CCCC(C1)N2C(=O)NCc1ccccc1)C1CC1 (stereo not drawn),-1.7,9,0,-9,1,4,2,-0.6,-14,0.1,-0.2
CCOCCCNC(=O)Cn1cnc2c(cnn2-c2ccc(C)c(C)c2)c1=O,-2.4,11,1,-4,1,-11,-4,-1.1,-7,0.8,0.5
CCC(OCC(O)CN1CCCCC1)c1ccccc1 (stereo not drawn),-2.4,12,1,-18,-1,15,-7,3.2,9,3.2,2.1
O=C(COc1ccccc1)Nc1nnc(S(=O)(=O)N2CCCC2)s1,-2.9,15,-8,-12,-4,8,2,-4.8,4,4.0,2.7
COc1ccc(CN2C(=NC(=O)c3ccccc3)SC3CS(=O)(=O)CC32)cc1OC (stereo not drawn),1.1,-6,10,-4,6,-2,0,-1.3,9,2.4,2.4
CC(C)CC(CO)N1CCN(C(=O)c2ccc(Cl)cc2)CCC1=O (stereo not drawn),-3.6,19,-5,-9,-2,11,-2,-1.0,-13,2.1,0.4
O=C(N/N=C/c1cccn1-c1ccc([N+](=O)[O-])cc1)c1cccnc1,-2.4,12,3,-1,2,-16,-6,-0.7,12,1.5,-2.1
Cc1onc(-c2ccccc2Cl)c1C(=O)Nc1cnn(Cc2ccccc2)c1,-0.5,3,-6,22,-1,-7,-7,1.1,-9,1.1,1.5
CC(Sc1ccccc1)C(=O)N1CCN(S(=O)(=O)c2ccc(Cl)cc2)CC1 (stereo not drawn),0.5,-3,4,7,7,-11,5,-0.4,5,1.2,4.2
CCCn1c(=O)c2c(nc3n2CCS3)n(C)c1=O,-2.7,14,-3,-36,-7,-14,0,-0.7,16,2.6,-1.0
CN1C(=O)NC(=O)C1c1ccccc1 (stereo not drawn),-0.8,4,-2,-9,-5,.,12,.,1,0.5,.
CCCc1nc2ccccc2c(=O)n1NC(=O)c1c(O)c2ccccc2n(C)c1=O,-0.1,1,4,9,-4,10,-7,0.1,6,0.8,1.0
C=CCn1c(SCC(=O)Nc2nc(C)cs2)nnc1C(NC(=O)c1ccccc1)C(C)C (stereo not drawn),-3.4,15,-2,37,-2,-4,-7,-1.6,-15,1.8,0.3

# Just PfHsp90 set2, for 2 of the compounds above:
canonical_smiles,PfHsp90 set2
C=CCn1c(SCC(=O)Nc2nc(C)cs2)nnc1C(NC(=O)c1ccccc1)C(C)C (stereo not drawn),37
CC(C)CC(CO)N1CCN(C(=O)c2ccc(Cl)cc2)CCC1=O (stereo not drawn),-9

# The results go on.
SMILES,OPRM1-OPRD1 ag,OPRM1-OPRD1 inv,PKA-R2B act,PfHsp90 set2,Tat transport,Mot1-301 SUMO,PKA-R1A act,Ecoli viability,HTR5A inv ctr,phage Ecoli inh,AddAB inh
Cc1ccc(S(=O)(=O)N2CCN(CCO)CC2)cc1-c1nnc2c3ccccc3c(C)nn12,-2.7,14,0,.,-8,-5,4,0.0,-7,0.6,0.5
Cc1ccc(CNC(=O)CS(=O)(=O)c2cn(CC(=O)N3CCOCC3)c3ccccc23)cc1,-3.9,13,-12,-7,5,-6,-12,-0.4,9,0.1,-1.7
COc1ccc(S(=O)(=O)N2CCCCC2)cc1NC(=O)CCC(=O)N1CCC(c2ccccc2)=N1,0.5,-2,-5,11,-3,.,-9,.,3,4.8,.
O=C(COC(=O)c1c(Cl)cccc1Cl)Nc1ccccc1Br,2.3,-12,-16,-34,-9,17,-6,-2.5,-3,2.8,-2.2
COc1cc(/C=N\NC(=O)c2c(C)nc3cc(C)ccn23)ccc1O,-1.2,6,-11,-2,6,110,5,-0.7,-9,3.3,2.6
CC(=O)c1cnc(Nc2cccc(Cl)c2Cl)s1,-3.1,16,-11,2,11,0,-11,1.8,9,1.9,0.3
NS(=O)(=O)c1ccc(NC(=O)CSc2ccccn2)cc1,-1.5,8,-19,.,32,1,-10,0.1,8,1.9,0.0
COc1cc(C2CC(=O)c3cnc(NC(=O)c4ccco4)nc3C2)cc(OC)c1OC (stereo not drawn),-2.6,17,-9,-2,-1,0,5,0.8,0,0.1,1.1
COc1ccc(NC(=S)N2CCC(C(=O)c3ccc(C)cc3)CC2)c(OC)c1,-1.7,9,-2,-7,-3,-2,-9,1.7,10,3.4,-2.6
COc1ccc(/C=N/OCC(=O)N2CC3(C)CC2CC(C)(C)C3)cc1OC (stereo not drawn),-0.7,4,-3,0,5,-2,-8,-0.1,0,-2.2,1.3
NCC(c1ccccc1)(c1ccccc1)c1ccccc1,2.2,-11,-2,-7,1,68,-3,-1.7,16,2.4,2.6
O=C(O)c1cccc(S(=O)(=O)Nc2ccccc2Cc2ccccc2)c1,-0.2,2,3,-12,-8,157,-9,-0.6,-3,-0.1,0.1
Cc1ccc(S(=O)(=O)N/N=C\c2ccc3c(c2)OCO3)c(C)c1,2.5,-13,-4,-3,-1,-7,-5,2.4,-10,-2.3,1.5
COc1cccc(C(=O)NNC(=O)c2ccc(NS(=O)(=O)c3cccs3)cc2)c1OC,-0.7,5,-11,-1,15,1,-6,1.4,13,0.5,-0.9
Cc1cccc(NC(=O)CCC(=O)N/N=C/c2ccco2)c1C,-1.0,5,-6,-34,-13,5,0,0.6,-32,4.5,2.9
Cc1[nH]c2ccc(-c3n[nH]c(=S)n3C)cc2c1C,-3.2,18,14,-11,-6,3,-13,3.4,20,1.2,1.5
CCOC(=O)c1cnc(SCC(=O)c2ccc3c(c2)OCCO3)nc1N,0.7,-4,-3,3,-4,-6,2,-2.4,-6,2.2,0.2
CCN(CC)C(=O)[C@H]1CC(CC(=O)NCCC2=CCCCC2)C(=O)N2CCc3c([nH]c4ccc(OC)cc34)[C@]12C (stereo partly drawn),-1.1,6,1,1,1,.,-6,2.1,-13,-0.9,0.6
Cc1c(NC(=O)/C(=C/c2cccs2)NC(=O)c2ccccc2)c(=O)n(-c2ccccc2)n1C,-2.9,14,1,-4,-1,3,2,0.5,0,0.8,3.3
COc1ccc2c(CC(=O)OCC(=O)c3ccc(F)cc3)coc2c1,-2.8,17,-1,-4,5,-8,-2,-0.1,11,0.6,1.2
COc1nc(NC2OC(CO)C(O)C(O)C2O)c(N)c(=O)[nH]1 (stereo not drawn),-2.5,13,12,-25,2,.,3,.,19,0.4,.
Cc1ccc2oc(=O)cc(CN3CCN(C/C=C/c4ccccc4)CC3)c2c1,2.6,-13,-7,20,6,-11,1,0.7,-30,0.8,1.1
Cc1cc2oc3c(c(=O)c2cc1C)C(c1ccc(C(C)C)cc1)N(CCCN1CCOCC1)C3=O (stereo not drawn),0.0,0,6,-10,3,-12,-2,1.0,11,-2.6,2.2
CCOc1ccc(C2C(=O)N(C3CCCCC3)CC(=O)N2CC2CCCO2)cc1OC (stereo not drawn),-2.6,14,-2,22,10,-23,5,1.5,-17,2.4,-0.7
Cc1ccc(C(C)n2cc(C(=O)NCCN3CCN(C)CC3)nn2)cc1 (stereo not drawn),-3.5,17,11,-19,0,-4,-3,-0.6,12,2.7,2.0
CNC(=O)c1c(NC(=O)c2ccc(S(=O)(=O)N3CC(C)OC(C)C3)cc2)sc2c1CCN(C(C)C)C2 (stereo not drawn),-5.9,19,6,8,-5,7,-2,-2.0,19,1.3,-4.1
O=C(CSc1ccccc1)Nc1cccc(NC(=O)c2ccco2)c1,-2.4,14,-11,17,6,-5,-5,2.5,17,3.6,2.0
CCN(CC)CCNC(=O)c1ccc(NC(=O)c2ccc(Cl)c(S(=O)(=O)N3CCCCCC3)c2)cc1,2.3,-12,-11,-1,3,143,0,-0.5,-5,-0.6,1.1
CCC1=NN(C(=O)c2ccccc2Br)C(O)(c2ccc(Br)cc2)C1 (stereo not drawn),-2.0,10,3,-1,-2,2,-3,1.7,1,1.9,-0.2
COc1ccccc1Oc1ccc(N2CC(C(=O)OCC(=O)c3ccc(F)cc3)CC2=O)cc1 (stereo not drawn),-0.7,3,-1,-6,4,.,5,.,7,-1.0,.
C[C@@H]1CC[C@]2(C(=O)O)CC[C@]3(C)C(=CCC4[C@]56CC[C@@](O)(OC5)C(C)(C)C6CC[C@]43C)C2[C@H]1C (stereo partly drawn),0.5,-3,5,15,7,-9,-14,0.7,-37,.,0.7
COc1ccc(N2C(=NC(=O)C3CCCCC3)SC3CS(=O)(=O)CC32)cc1Cl (stereo not drawn),0.6,-3,2,10,-1,-45,-2,-0.8,10,3.1,3.8
COC(=O)c1cc(NC(=O)c2cc3ccccc3o2)cc(C(=O)OC)c1,-2.1,10,2,7,-1,-5,-3,-1.0,7,1.4,2.2
CS(=O)(=O)c1ccc(C(=O)OCC(=O)NC23CC4CC(CC(C4)C2)C3)cc1[N+](=O)[O-],0.4,-3,0,9,-4,-16,2,0.4,-9,1.6,1.9
O=C(COC(=O)c1ccco1)NCCNC(=O)COC(=O)c1ccco1,0.6,-3,-3,-1,2,115,-1,2.1,-18,0.9,4.7
CC12CCC(=O)N1C(C(=O)NCCc1ccc(S(N)(=O)=O)cc1)CS2 (stereo not drawn),-0.2,1,-3,-1,-3,218,3,0.2,21,-1.6,6.2
COc1ccc(NC(=S)NC(NC(C)=O)C(Cl)(Cl)Cl)c([N+](=O)[O-])c1 (stereo not drawn),-0.2,1,-17,-22,7,8,-7,-0.9,14,5.8,0.3
CSc1ccccc1-c1nnc(-c2ccc(Cl)c(Cl)c2)o1,-2.4,10,-4,-23,-3,-15,-5,-0.8,5,0.3,3.6
COC(=O)c1c(-c2ccc(C)cc2)csc1N,-1.8,9,-9,13,4,0,-10,-4.9,2,2.9,4.8

# From PubChem
